Bioassay records deposited in PubChem by The Scripps Research Institute Molecular Screening Center.
M1 antag: human CHRM1 antagonism | CHO-K1 hM1, Fluo-8 calcium fluorescence, ACh EC80 antagonist | inhibition, % at 3 µM | 1.3% of 360,000 active | AID 588852;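 active = percent inhibition above its own plate's cutoff, namely the mean of that plate's compound wells plus 3 SD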;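 also: peak over basal fluorescence ratio during 140 s after agonist addition; 0% = ACh EC80 plus DMSO and 100% = DMSO alone without agonist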
Target sequence (P11229 whole entry, looked up): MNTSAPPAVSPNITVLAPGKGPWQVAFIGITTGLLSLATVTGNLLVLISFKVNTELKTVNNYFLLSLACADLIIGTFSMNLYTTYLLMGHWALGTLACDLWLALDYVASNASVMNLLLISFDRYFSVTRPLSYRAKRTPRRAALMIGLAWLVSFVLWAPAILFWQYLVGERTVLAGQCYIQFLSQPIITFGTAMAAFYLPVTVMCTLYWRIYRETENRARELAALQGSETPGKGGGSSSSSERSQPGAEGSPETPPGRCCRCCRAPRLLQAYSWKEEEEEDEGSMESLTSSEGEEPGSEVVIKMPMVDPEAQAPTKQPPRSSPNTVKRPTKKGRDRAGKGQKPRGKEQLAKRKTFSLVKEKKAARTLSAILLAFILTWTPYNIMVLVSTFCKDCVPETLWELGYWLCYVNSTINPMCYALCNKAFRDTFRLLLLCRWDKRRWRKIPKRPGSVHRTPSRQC
TAAR1 ag: agonists of human TAAR1; Q96RJ0; CHO RD-HGA16 TAAR1, Fluo-8 calcium fluorescence; vehicle wells 0%, saturating PEA agonist 100%; activation, % at 3 µM; 0.99% of 360,000 active; AID 624467;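 active = activation above the mean activation of all test compounds in the run plus 3 SD, cut at about 38% in these data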
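Test system: RD-HGA16 (CHO) cells co-expressing Gα16 and hTAAR1 | Doses: Single dose, 3 µM | Schedule: 17-24 h seeding, 75 min 37 °C dye, 30 min RT | Evaluation: % activation from peak over basal fluorescence ratio, DMSO-to-PEA scaled | Technique: Kinetic Fluo-8 calcium fluorescence | Benchmarks: Low control DMSO, high control PEA (EC100)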
CHO-K1 Ca PAM: M1 PAM counterscreen hit in parental CHO-K1 cells; ATP EC20, Fluo-8 calcium fluorescence; 0% at ATP EC20, 100% at ATP max; activation, % at 3 µM; 0.02% of 360,000 active; AID 602247;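 active = activation above the run cutoff, the mean activation of all test compounds plus 3 SD, cut at about 40% in these data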;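 also: peak over basal fluorescence ratio in a 140 s read after ATP addition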
CHO parental Ca: counter-screen: ATP calcium response change in parental CHO cells. parental CHO-K1, ATP-induced calcium, Fluo-8 fluorescence. 0.63% of 330,000 active. inhibition, % at 5.6 µM;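 active = inhibition above that plate's mean sample inhibition plus 3 SD, cut at about 26% in these data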;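 also: 0% = ATP-challenged DMSO wells and 100% = DMSO wells without ATP; some compounds past the cut are filed as inactive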
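Test system: parental CHO cells; detection: calcium-sensitive Fluo-8 fluorescence; evaluation: percent inhibition of calcium signal; also added: ATP as calcium-mobilizing challenge; repeats: one well per compound; control set: ATP-challenged DMSO wells low, unchallenged DMSO wells high; compound: single nominal dose of 5.6 µM per compound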
CHO-K1 Ca antag: M1 antagonist counterscreen hit in parental CHO-K1 cells; ATP-induced calcium, Fluo-8 fluorescence; inhibition, % at 3 µM; 0.6% of 360,000 active; AID 602250;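 active = inhibition above a per-plate cutoff, the plate's mean sample inhibition plus 3 SD, cut at about 24% in these data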;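 also: 0% = DMSO plus EC80 ATP and 100% = DMSO alone without ATP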
TAAR1 antag: human TAAR1 antagonism | Q96RJ0 | CHO RD-HGA16 TAAR1, Fluo-8 calcium fluorescence, antagonist | 1.5% of 360,000 active | AID 624466 | inhibition, % at 3 µM;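 active = inhibition above a per-plate cutoff, the mean inhibition of test compounds on that plate plus 3 SD, cut at about 49% in these data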;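 also: 0% = DMSO plus EC80 beta-PEA response and 100% = DMSO alone without agonist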
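Test system: hTAAR1-expressing CHO RD-HGA16 cells, Gα16-coupled; Probe or stimulus: EC80 β-phenethylamine stimulus; Compound dosing: single nominal final test compound concentration of 3 µM; Timing: 140 s kinetic read after compound, 140 s after agonist; Signal: Fluo-8 calcium-sensitive fluorescence; Measure: % inhibition of agonist calcium response; Controls: DMSO and EC80 PEA controls.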
OXTR potentiate: potentiates the human oxytocin receptor response; 0.061% of 320,000 active; activation, % at 3 µM; AID 2445; P30559; CHO-OTR cells, Fluo-8 calcium fluorescence, potentiator mode; 0% = oxytocin EC15, 100% = EC100;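 active = activation above that plate's cutoff, the mean activation of tested compounds plus 3 SD, cut at about 6.6% in these data, passing the limit was not always enough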;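 also: 100% uses oxytocin at 75 nM as the full agonist control; some results filed as inactive read as strong as hits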
Target sequence (P30559 whole entry, looked up): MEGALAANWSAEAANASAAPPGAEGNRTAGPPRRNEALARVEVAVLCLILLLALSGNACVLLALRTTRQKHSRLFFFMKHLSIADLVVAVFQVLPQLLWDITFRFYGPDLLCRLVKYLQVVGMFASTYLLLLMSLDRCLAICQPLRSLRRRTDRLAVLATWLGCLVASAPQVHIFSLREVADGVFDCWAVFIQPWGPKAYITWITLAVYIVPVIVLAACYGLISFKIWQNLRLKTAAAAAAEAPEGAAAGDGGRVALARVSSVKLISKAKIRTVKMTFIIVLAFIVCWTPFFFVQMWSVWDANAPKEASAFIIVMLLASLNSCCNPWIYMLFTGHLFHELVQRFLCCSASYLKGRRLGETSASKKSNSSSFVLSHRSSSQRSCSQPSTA
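Assay system: CHO cell line stably expressing human OTR | Also added: Oxytocin at about EC15, sub-maximal agonist stimulus | Times: Compound 6 min at room temperature before oxytocin, 100 s read | Measured by: Fluo-8 intracellular calcium fluorescence, ex 470-495, em 515-575 nm | Controls: EC15 oxytocin alone as 0%, 75 nM oxytocin as 100%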
M1 ag: human M1 muscarinic receptor agonism; activation, % at 3 µM; P11229; CHO-K1 hM1, Fluo-8 calcium fluorescence, agonist mode; 0% DMSO, 100% acetylcholine EC100; 0.33% of 360,000 active;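 active = activation above the run's mean compound activation plus 3 SD, cut at about 16% in these data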;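 also: peak over basal fluorescence ratio within a 140 s kinetic read after compound addition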
CHO-K1 Ca ag: counter-screen for M1 agonists: effect in parental CHO-K1 cells. Fluo-8 calcium fluorescence; scaled to maximal ATP response, vehicle zero. activation, % at 3 µM. 0.48% of 360,000 active. AID 602248; in the data active = activation above about 15%;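 also: untransfected CHO-K1 host cells lacking M1 receptor as counterscreen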
An asterisk follows results filed as active; · = no result given.

Codes – A = M1 antag; B = TAAR1 ag; C = CHO-K1 Ca PAM; D = CHO parental Ca; E = CHO-K1 Ca antag; F = TAAR1 antag; G = OXTR potentiate; H = M1 ag; I = CHO-K1 Ca ag
Molecule: CC(=O)Oc1ccc2c(C)c(CC(=O)N3CCN(C(=O)C4COc5ccccc5O4)CC3)c(=O)oc2c1C (configuration not stated)
  A: -2; B: 5; C: 9; D: -7; E: -1; F: -26; G: -21; H: 0; I: 2.8

Molecule: CCCOC1CCCN(C(=O)c2ccc(OC)c(OC3CCN(C(C)C)CC3)c2)C1 (configuration not stated)
  A: 0; B: 0; C: 3; D: -8; E: 1; F: -13; G: -6; H: -6; I: 0.8

Molecule: CC(C)CCNC(=O)CN(Cc1cccs1)C(=O)CCC(=O)Nc1nccs1
  A: -2; B: 2; C: 31; D: -25; E: -9; F: 6; G: -10; H: -6; I: 1.8

Molecule: CCOCCCNC(=S)N1CCC(NC(=O)C2CCCCC2)CC1
  A: -12; B: 2; C: 4; D: -18; E: -18; F: 5; G: -22; H: -5; I: 1.7

Molecule: N#CCC(=O)Nc1ccc(C(=O)OC(C(=O)Nc2cc(C(F)(F)F)ccc2Cl)c2ccccc2)cc1 (configuration not stated)
  A: 3; B: 0; C: 5; D: -8; E: 9; F: -2; G: -2; H: 2; I: -0.1

Molecule: Cc1ccc(S(=O)(=O)N2CCCC(C(=O)NCCCN3CCCCC3C)C2)cc1 (configuration not stated)
  A: 5; B: 12; C: -4; D: 11; E: -14; F: 15; G: -3; H: -15; I: -0.5

Molecule: O=C(Cn1ncc2c3ccccc3n(Cc3cccc(Cl)c3)c2c1=O)NCC1CCCO1 (configuration not stated)
  A: -8; B: 1; C: 14; D: -21; E: -6; F: 6; G: -3; H: 5; I: 0.2

Molecule: COc1ccc(N(C)S(=O)(=O)c2cccc(C(=O)OC(C(=O)Nc3cc(C)cc(C)c3)c3ccccc3)c2)cc1 (configuration not stated)
  A: 15; B: 2; C: 21; D: -13; E: -11; F: 2; G: -9; H: -1; I: 0.9

Molecule: O=S(=O)(c1ccc(Cl)cc1)N1CCC(c2nc3ccccc3[nH]2)CC1
  A: -2; B: 3; C: -1; D: -19; E: -17; F: 24; G: -8; H: -8; I: 5.3

Molecule: CCC(=O)c1c[nH]c(C(=O)NCC2CCCO2)c1 (configuration not stated)
  A: -2; B: 11; C: 0; D: 2; E: 1; F: -6; G: -12; H: -1; I: 0.2

Molecule: CCCCCN(C(=O)CCC(=O)OCc1cc(C(C)=O)ccc1OC)c1c(N)n(CCCC)c(=O)[nH]c1=O
  A: -24; B: 1; C: 8; D: -7; E: -2; F: -23; G: 0; H: -3; I: 0.8

Molecule: O=C(CSc1nnc(-c2cccnc2)o1)NNC(=O)c1ccc(Br)cc1
  A: -8; B: 1; C: 14; D: 3; E: -12; F: -29; G: -10; H: -5; I: 0.3

Molecule: CSc1cccc(NC(=O)CSc2ccccc2)c1
  A: -7; B: 1; C: -5; D: -6; E: -12; F: 19; G: -16; H: -2; I: -0.1

Molecule: Cc1nnc(NC(=O)CSc2cn(Cc3ccccc3)c3ccccc23)s1
  A: -17; B: -1; C: 14; D: -16; E: -6; F: -35; G: -2; H: -1; I: -0.2

Molecule: CCOC(=O)c1cc2cc(OC)ccc2[nH]1
  A: 8; B: 6; C: 13; D: 10; E: 1; F: -8; G: -18; H: -3; I: 4.7

Molecule: CC1=NN(c2ccc(C)c(C)c2)C(=O)/C1=C\C=C\c1ccc([N+](=O)[O-])o1
  A: -4; B: 2; C: 11; D: -7; E: -13; F: 5; G: -2; H: 0; I: -0.5

Molecule: O=C(Nc1cccc(F)c1)Nc1ccc2c(c1)CCC2
  A: 22; B: 1; C: 6; D: 22; E: -8; F: 14; G: -13; H: 0; I: 6.6

Molecule: Cn1cnnc1SCC(=O)c1c[nH]c2ccccc12
  A: -5; B: 8; C: 28; D: 8; E: -11; F: -8; G: -9; H: -4; I: 0.9

Molecule: O=C(CN1CCCCCC1)Nc1ccc([N+](=O)[O-])cc1Cl
  A: -6; B: 4; C: 14; D: -12; E: -2; F: 5; G: 5; H: -7; I: 0.6

Molecule: C=CCNC(=S)Nc1ccc(Cl)c(S(=O)(=O)N2CCOCC2)c1
  A: -9; B: 15; C: 13; D: -19; E: -11; F: 5; G: -8; H: 1; I: 4.3

Molecule: O=C(CSc1nc(-c2ccc(Cl)cc2)[nH]c(=O)n1)Nc1cccc(Cl)c1
  A: -5; B: -1; C: 3; D: -12; E: -14; F: -42; G: -2; H: -4; I: 0.7

Molecule: CN(C(=O)COc1ncnc2ccccc12)C1CCCCC1
  A: -10; B: 2; C: 9; D: -8; E: -16; F: -3; G: -9; H: -4; I: 0.3

Molecule: COc1ccc2c(=O)c3c(=O)n(CCc4ccccc4)c(C(C)C)nc3oc2c1
  A: -16; B: -1; C: 23; D: -19; E: -9; F: -26; G: -9; H: -3; I: 1.3

Molecule: O=C(CCCN1C(=O)c2ccccc2C1=O)NC1=NCCS1
  A: -3; B: 6; C: -31; D: ·; E: 1; F: -7; G: ·; H: -2; I: -0.4

Molecule: Clc1cccc(Cl)c1/C=N/Nc1c(Cl)cncc1Cl
  A: -9; B: 4; C: 1; D: -19; E: -4; F: -3; G: -8; H: -1; I: 0.2

Compound profiles, as listed above.
CCOCCCNC(=S)N1CCC(NC(=O)C2CCCCC2)CC1 in the list: M1 antag = -12; TAAR1 ag = 2; CHO-K1 Ca PAM = 4; CHO parental Ca = -18; CHO-K1 Ca antag = -18; TAAR1 antag = 5; OXTR potentiate = -22; M1 ag = -5; CHO-K1 Ca ag = 1.7
CCOC(=O)c1cc2cc(OC)ccc2[nH]1 in the list: M1 antag = 8; TAAR1 ag = 6; CHO-K1 Ca PAM = 13; CHO parental Ca = 10; CHO-K1 Ca antag = 1; TAAR1 antag = -8; OXTR potentiate = -18; M1 ag = -3; CHO-K1 Ca ag = 4.7

New compounds follow
Codes – A = M1 antag; B = TAAR1 ag; C = CHO-K1 Ca PAM; D = CHO parental Ca; E = CHO-K1 Ca antag; F = TAAR1 antag; G = OXTR potentiate; H = M1 ag; I = CHO-K1 Ca ag
Molecule: COc1ccc(C)cc1NC(=O)CSc1nc2ccccc2nc1N1CCCCC1
  A: -6; B: -2; C: 21; D: 0; E: -6; F: -20; G: -9; H: -3; I: 0.5

Molecule: COc1cc(C(=O)N2C[C@H]3CC[C@H]2C3)ccc1OC1CCN(C(C)=O)CC1
  A: 6; B: 0; C: -7; D: -13; E: 5; F: -6; G: -3; H: -3; I: 3.5

Molecule: Cc1ccc(-c2noc(C3CCCN(C(=O)c4cccc([N+](=O)[O-])c4)C3)n2)o1 (configuration not stated)
  A: -8; B: 2; C: 8; D: -15; E: 5; F: -21; G: -5; H: -6; I: 1.5

Molecule: CCCOc1ccc(N2C(=O)CC(N(CCc3ccc(S(N)(=O)=O)cc3)C(C)=O)C2=O)cc1 (configuration not stated)
  A: -11; B: 2; C: 15; D: -1; E: -6; F: -17; G: -12; H: -2; I: 0.2

Molecule: C/C(CS(=O)(=O)c1ccccc1)=N\O
  A: -6; B: 4; C: 17; D: -13; E: -5; F: 18; G: -3; H: -7; I: 0.8

Molecule: C=CCN1C(=O)/C(=C2/Sc3ccccc3N2C)SC1=Nc1ccccc1C
  A: -9; B: 1; C: -4; D: 1; E: 16; F: 3; G: 3; H: -2; I: -0.3

Molecule: COc1ccc(NC(=O)CN(C)C(=O)c2ccc3ccccc3c2)cc1
  A: 6; B: 1; C: -13; D: ·; E: -9; F: -19; G: ·; H: -3; I: 0.5

Molecule: CCCN1CCN(CCCNC(=O)C(CC)n2nc(C)c3sc4ccccc4c3c2=O)CC1 (configuration not stated)
  A: 1; B: -1; C: 25; D: -26; E: -24; F: -8; G: -3; H: -6; I: -1.5

Molecule: Cc1ccnc(NC(=O)COC(=O)c2ccc(F)cc2F)n1
  A: -11; B: 1; C: 20; D: 5; E: -5; F: -30; G: 0; H: -3; I: 0.0

Molecule: COc1cc(C2Nc3ccccc3C(=O)N2c2ccccc2)c(Br)cc1OCC(=O)O (configuration not stated)
  A: -1; B: 3; C: 24; D: -11; E: -9; F: -19; G: -5; H: -5; I: 0.8

Molecule: O=S(=O)(c1ccc(NC(=S)N2CCCCC2)cc1)N1CCCCC1
  A: -7; B: 12; C: 21; D: ·; E: -22; F: 15; G: ·; H: 2; I: 4.3

Molecule: Cc1cccnc1C(NC(=O)C1CCN(CCCOc2ccc(F)cc2)CC1)c1ccccc1 (configuration not stated)
  A: 4; B: 3; C: 2; D: ·; E: 0; F: -5; G: ·; H: -7; I: 0.7

Molecule: CCC(C)N1C(=O)C2C(C(=O)Nc3cccc(OC)c3)C3C=CC2(O3)C1C(=O)NC1CCCCC1C (configuration not stated)
  A: -4; B: 1; C: -4; D: -16; E: 28*; F: -7; G: -6; H: -1; I: -0.7

Molecule: CC(=O)Nc1ccc(SCC(=O)N(CCC#N)c2ccc(C)cc2)cc1
  A: -2; B: 4; C: -3; D: -4; E: 12; F: 2; G: -9; H: -2; I: 0.0

Molecule: CC(C)CC(NC(=O)c1ccccc1NC(=O)c1ccccc1)C(=O)O (configuration not stated)
  A: -9; B: 1; C: 16; D: -4; E: -4; F: -22; G: -3; H: -7; I: 0.2

Molecule: CCc1nc2ccc(C(=O)NCCCn3ccnc3)cn2c1N(C)C(=O)c1cccc(OC)c1
  A: -5; B: 3; C: 18; D: ·; E: 4; F: -24; G: ·; H: -7; I: 3.4

Molecule: Cc1cccc(-c2nnc(NC(=O)c3ccc(Cl)cc3)o2)c1
  A: -8; B: 27; C: -5; D: 3; E: 7; F: -5; G: -2; H: -3; I: 0.6

3 entries from above, sorted by count of non-hydrogen atoms, high to low:
Codes – A = M1 antag; B = TAAR1 ag; C = CHO-K1 Ca PAM; D = CHO parental Ca; E = CHO-K1 Ca antag; F = TAAR1 antag; G = OXTR potentiate; H = M1 ag; I = CHO-K1 Ca ag
Molecule: CCC(C)N1C(=O)C2C(C(=O)Nc3cccc(OC)c3)C3C=CC2(O3)C1C(=O)NC1CCCCC1C (configuration not stated)
  A: -4; B: 1; C: -4; D: -16; E: 28*; F: -7; G: -6; H: -1; I: -0.7

Molecule: CCc1nc2ccc(C(=O)NCCCn3ccnc3)cn2c1N(C)C(=O)c1cccc(OC)c1
  A: -5; B: 3; C: 18; D: ·; E: 4; F: -24; G: ·; H: -7; I: 3.4

Molecule: COc1cc(C(=O)N2C[C@H]3CC[C@H]2C3)ccc1OC1CCN(C(C)=O)CC1
  A: 6; B: 0; C: -7; D: -13; E: 5; F: -6; G: -3; H: -3; I: 3.5
